TDP43 rescue = inhibitors of TDP-43 toxicity in yeast. TDP-43 expressing yeast growth rescue, BacTiter-Glo, 24 h. Potency, µM (highest dose often 46.1 µM), for the others: at the highest dose growth rescue (activation), most hits filed as activators. 410,000 tested, 1.8% active; note: potency is the fitted concentration of half-maximal effect; % of control where 0% means no effect; nearly all actives have a fitted effect of over 50% in size
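Yeast expressing TDP-43 (pregrown in raffinose, seeded at OD600=0.02 in galactose medium) exposed to compounds 24 hr at 30 deg C. Growth read by BacTiter-Glo luminescence; rescue of toxicity appears as increased signal.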
DRD3 agonist = activates the human D3 dopamine receptor; D3R DiscoveRx beta-arrestin cells, luminescence, 90 min; P35462; 410,000 tested, 0.58% active; max activation, %; AID 652048; in the data active = max activation above about 30%; note: 0% is about no effect; mostly tested at two doses, the higher about 12 µM
Target sequence (P35462 whole entry, looked up): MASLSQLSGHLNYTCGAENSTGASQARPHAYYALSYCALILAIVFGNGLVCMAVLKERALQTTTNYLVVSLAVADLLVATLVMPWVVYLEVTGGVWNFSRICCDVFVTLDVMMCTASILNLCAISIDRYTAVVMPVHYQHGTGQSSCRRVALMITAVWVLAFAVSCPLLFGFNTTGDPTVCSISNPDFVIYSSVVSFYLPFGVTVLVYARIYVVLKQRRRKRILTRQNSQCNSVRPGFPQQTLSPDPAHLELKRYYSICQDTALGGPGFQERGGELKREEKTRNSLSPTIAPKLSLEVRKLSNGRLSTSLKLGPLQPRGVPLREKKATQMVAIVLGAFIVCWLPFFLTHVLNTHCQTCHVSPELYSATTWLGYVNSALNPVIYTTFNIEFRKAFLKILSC
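Cells at 1500/well, incubated overnight, then treated with pinned compounds (dopamine as control) for 90 min at 37 degrees C. DiscoveRx reagent added for 30 - 60 minutes at room temperature; luminescence read.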
Abeta rescue = A-beta toxicity reversal in yeast; 410,000 tested, 0.063% active; yeast expressing A-beta42, growth rescue, OD600, 48 h; response scale: 0% DMSO, 100% iron-clioquinol control; Potency, µM (doses to about 46.1 µM), for the others: at the top dose growth rescue, actives largely listed as activators; AID 1347071; note: potency is the fitted concentration of half-maximal effect; nearly all actives have a fitted effect of over 55% in size
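Yeast A-beta toxicity model in growth medium with pinned compounds, 48 h at 30 C; growth read as absorbance at 600 nm. Normalized to FeCl3/clioquinol equimolar mix (positive) and DMSO (negative).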
aSyn yeast inh = rescues yeast growth from alpha-synuclein toxicity; Yeast expressing alpha-synuclein, growth rescue, BacTiter-Glo, 24 h; Potency, µM (doses to about 46.1 µM), for inactives: at the highest dose growth rescue (activation), most hits filed as activators; 370,000 tested, 0.14% active; AID 652106; note: potency is the fitted concentration of half-maximal effect; % of control where 0% means no effect; nearly all actives have a fitted effect of over 65% in size
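Readout is rescue of growth in alpha-synuclein-expressing yeast, so inhibitors of toxicity appear as activators. Growth after 24 hr at 30 deg C in galactose medium is quantified by luminescence.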
DRD3 antagonist = antagonists of human D3 dopamine receptor; P35462; D3R cells, DiscoveRx beta-arrestin luminescence, antagonist mode; stronger effect = lower value; max response, negative = inhibition, %; 360,000 tested, 2.5% active; in the data active = max response below about -50%; inconclusive = no clear call, values can overlap the other calls; note: % is set by controls: 0 for no effect and ±100 for the full control effect; mostly tested at two doses, the higher about 12 µM
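Cells expressing the human receptor were seeded at 1500 cells/well, incubated overnight at 37 degrees C in 5% CO2, then exposed to library compounds with dopamine controls for 90 minutes at 37 degrees C before luminescent detection.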
EPAC2 antagonist = blocks human EPAC2 exchange factor | Q8WZA2 | EPAC2 GEF exchange of Rap1B-BODIPY-GDP, fluorescence | Potency, µM (top dose mostly 114 µM), for the others: top-dose activity, negative = inhibition, hits mostly inhibitors | 360,000 tested, 0.18% active; note: potency is the fitted concentration of half-maximal effect; % is set by controls: 0 for no effect and ±100 for the full control effect; nearly all actives have a fitted effect of over 45% in size; many of its hits are not listed in these tables
EPAC2 agonist = agonists of human EPAC2 (RAPGEF4); 360,000 tested, 0.079% active; Q8WZA2; Potency, µM (doses to about 154 µM), inactives show at the highest dose activation, hits mostly activators; EPAC2 activation, biochemical qHTS; response scale: 100% = 6.5 mM cAMP response; note: potency is the fitted concentration of half-maximal effect; nearly all actives have a fitted effect of over 50% in size
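Exchange assay: 100 nM EPAC2 with 250 nM Rap1B-BODIPY-GDP and 50 uM GDP. Fluorescence (ex 480/em 540 nm) read every 5 min for 30 min at room temperature. Data normalized to 6.5 mM cAMP as agonist control.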
FUS yeast rescue = FUS proteinopathy suppression in yeast; S. cerevisiae FUS-expressing, growth rescue, OD600, 24 h; Potency, µM (titrated, usually from 76.6 µM), without a hit: at the top dose growth rescue (activation), most hits filed as activators; 390,000 tested, 0.24% active;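 note: potency is the fitted concentration of half-maximal effect; plate controls were DMSO vehicle for no effect and reference control for full effect; nearly all actives have a fitted effect of over 55% in size; some results filed as inactive show a strong effect at the top dose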
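Restored growth of FUS-toxic S. cerevisiae, read as 600 nm absorbance after 24 h at 30C in galactose medium (starting OD 0.005). Controls CP55940 and DMSO.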
Numbers without * were called inactive; ? = inconclusive; / = not tested or not shown; & = joins results of further samples; [ ] = remark or other dose. Unless noted, calls come from the whole dose curve; as a rule, active = well fitted curve in the direction sought with a large enough effect; inconclusive = small, poorly fitted or top-dose-only effect, or another doubt; inactive = no such curve, though single readings can be large; an effect the other way counts as inactive or inconclusive.

Sequence of screens: DRD3 agonist	FUS yeast rescue	aSyn yeast inh	EPAC2 antagonist	TDP43 rescue	Abeta rescue	DRD3 antagonist	EPAC2 agonist
> CC(=O)c1cccc(NC(=O)CC2SC(N3CCCCC3)=NC2=O)c1 (stereo unspecified)
  -8.8	-8.3%	-0.4%	0.8%	12.2%	20.4%	16.7	16.5%
> CCN1C(=O)N[C@@H](c2cccc(C(F)(F)F)c2)C(C(C)=O)=C1C
  1.5	-7.2%	-3.4%	-5.7%	10.3%	-5.3%	10.8	7.7%
> Clc1cccc(OCc2nc(-c3ccncc3)n[nH]2)c1
  -6.0	-3.6%	3.1%	-17.9%	4.2%[9.22 µM]	0.0%	-0.4	-15.6%
> CC(C)(C)c1ccc(NC(=O)N2CCCN(c3ccc([N+](=O)[O-])cn3)CC2)cc1
  -9.4	0.7%	1.0%	0.7%	?	-14.3%	-20.5	3.1%
> CCn1nnnc1SCC(=O)N1CCc2ccccc21
  0.3	25.7%	9.9%	-0.7%	23.7%	10.6%	25.4	3.2%
> O=C(NC(=S)Nc1c(Cl)cc(Cl)cc1Cl)c1ccccc1
  -6.3	-8.1%	-10.6%	?	7.1%	-39.5%[inhibitor]	-27.2	20.0%
> CCN1C(=O)C(C(=O)NC(C)c2ccccc2)C2CC1(C)Oc1ccccc12 (stereo unspecified)
  -1.6	1.8%	5.5%	-1.4%	7.1%	5.5%	-2.1	2.0%
> COc1cc(OC)cc(C(=O)Nn2c(C)nc3ccccc3c2=O)c1
  2.9	21.7%	-3.4%	-1.5%	-5.3%	-1.5%	9.5	-5.9%
> Cc1c(NC(=O)c2ccc(S(=O)(=O)N3CC(C)OC(C)C3)cc2)c(=O)n(-c2ccccc2)n1C (stereo unspecified)
  -1.3	-24.7%	-0.8%	0.2%	11.7%	-0.6%	14.9	6.4%
> CSCC[C@H](NC(=O)OC(C)(C)C)c1nnc(SCc2ccccc2)o1
  -6.1	10.3%	1.0%	-6.0%	4.5%	21.1%	-7.7	-3.1%
> CC(=O)N1CCN(C(=O)C2(NC(=O)Nc3cccc(F)c3)CCCCC2)CC1
  0.7	-1.2%	2.4%	1.1%	0.0%	-5.5%	8.4	3.5%
> Cc1ccc(-c2nc3cc(C)c(Br)c(C)n3c2Cc2ccccc2)cc1
  -4.3	4.7%	15.5%	-15.7%	-3.6%	-16.3%	0.0	10.5%
> Cc1ccccc1S(=O)Cc1ccc(C(=O)N2CCN(C(=O)c3ccco3)CC2)o1 (stereo unspecified)
  5.6	1.2%	-0.6%	3.1%	-12.1%	15.3%	-1.3	-9.0%
> COc1cccc(C(NC(C)=O)c2nc(-c3cccc(C#N)c3)cs2)c1 (stereo unspecified)
  -7.5	-7.2%	-2.4%	?	18.9%	-1.5%	-21.3	11.6%
> O=C(C1=C(O)C(=O)N(Cc2ccco2)C1c1cccnc1)c1cc2ccccc2o1 (stereo unspecified)
  -5.6	?	13.1%	-9.1%[57.1 µM]	-11.4%	-2.4%	-13.6	0.0%
> Cc1ccc(S(=O)(=O)N2CCN(S(=O)(=O)N3CCCCC3)CC2)cc1C
  -18.2	31.0%	-1.5%	-3.4%	-20.1%	-2.7%	-4.0	6.4%
> CC(C)(C)c1cc(C(=O)N/N=C/c2cc3c(cc2Br)OCO3)n[nH]1
  -23.9	2.9%	-0.3%	7.4%	8.6%	-10.1%	-88.3*	-3.0%
> COc1cc(SC)ccc1C(=O)OCC(=O)N1CC(=O)Nc2ccccc21
  -9.9	42.3%	-3.8%	-4.1%	-11.0%	1.9%	-28.4	3.8%
> C=CCn1c(=NC(=O)c2ccccc2[N+](=O)[O-])sc2cc(S(C)(=O)=O)ccc21
  3.3	-2.4%	0.8%	1.8%	-4.9%	8.3%	12.6	0.9%
> CC1CCCCN1Cc1c(O)ccc2c(=O)c(-c3ccccc3Cl)c(C(F)(F)F)oc12 (stereo unspecified)
  1.9	-4.3%	-0.3%	/	23.1%	5.6%	/	/
> Cc1c(C(=O)N2CCN(CC(=O)Nc3ccccc3Cl)CC2)oc2ccc(Br)cc12
  1.6	-17.1%	-5.5%	-3.7%	12.6µM*	-3.3%	7.7	17.0%
> O=C(Nc1cccnc1)c1sc2cccc(F)c2c1Cl
  -0.6	?	4.4%	-0.8%	18.1%	-8.4%	3.1	-7.2%
> CN(N=Nc1nc[nH]c1C(=O)NN)C1CCCCC1
  -8.8	/	-8.0%	6.9%	-12.3%	-8.3%	20.6	-6.4%
> C=CC[N+]1(CC#Cc2ccccc2)CCCC1
  3.1	3.9%	5.1%	13.7%	-16.8%	-3.1%	3.9	5.5%
> CC(C)(C)c1ccc(C(=O)Oc2ccccc2CCC(=O)O)cc1
  8.0	28.7%	15.2%	-1.8%	19.5%	-89.0%[inhibitor]	-17.2	4.3%
> N#CC1=C(N)Oc2cc(N)ccc2C1c1cc(Br)cs1 (stereo unspecified)
  3.1	30.6%	0.1%	?	-0.6%	8.4%	-18.4	14.0%
> COc1ccc(N2CCN(C(=O)CNC(=O)Cn3c(C)cc4ccccc4c3=O)CC2)cc1
  2.3	25.3%	-6.3%	8.7%	-14.4%	10.9%	-29.0	2.3%
> CCCC1NC(C(=O)O)Cc2c1[nH]c1ccccc21 (stereo unspecified)
  -3.2	12.4%	4.7%	8.2%	23.2%	3.4%	24.2	1.0%
> COC(=O)c1ccc(CNC(=O)CN2C(=O)NC(Cc3ccccc3)(c3ccccc3)C2=O)cc1 (stereo unspecified)
  6.3	25.7%	-9.1%	-12.2%	10.5%	-2.3%	12.1	9.2%
> CCn1cc(CN2CCC(n3nccc3NC(=O)c3cccc(F)c3)CC2)c(C)n1
  -16.7	/	-4.3%	-4.1%	7.6%	-1.3%	?	-1.0%
> O=C(NCCc1csc(-c2cccnc2)n1)c1ccccc1Br
  4.3	-33.7%	2.5%	8.6%	27.4%	7.4%	1.1	5.9%
> O=C(Nc1ccccc1F)Nc1cccnc1Cl
  5.4	7.5%	-5.9%	-11.3%	0.0%	3.0%	2.8	3.5%
> O=C(NCc1cccnc1)c1cc(C(=O)C2CC2)c[nH]1
  -7.0	-20.0%	2.7%	2.2%	-6.0%	-6.5%	11.5	9.5%
> O=C(O)Cn1c(SCCOc2ccccc2F)nc2ccccc21
  2.3	-9.7%	-12.1%	14.7%	-2.3%	0.0%	2.0	-0.8%
> O=C(Cn1c(=O)c2c3c(sc2n(Cc2ccccc2)c1=O)CCCC3)NCCO
  4.8	36.0%	-5.2%	-6.4%	3.6%	-1.5%	0.8	5.5%
> CCc1cccc(C)c1NC(=O)CCCC(=O)O
  -3.5	12.0%	-6.3%	1.6%	-11.6%	-7.1%	7.1	2.8%
> CN(Cc1ccccc1)S(=O)(=O)c1ccc(NC(=S)NC(=O)C2CCCCC2)cc1
  -12.0	26.2%	-5.0%	-11.7%	-18.3%	-16.2%	0.0	9.4%
> S=c1[nH]nc(COc2ccc(Cl)cc2)n1Cc1ccccc1
  -27.0	/	1.6%	-2.2%	7.2%	2.7%	0.0	7.1%
> O=C(CCC(=O)c1cccs1)OCC(=O)c1ccc(Cl)s1
  5.3	-8.2%	8.6%	-1.8%	11.7%	4.1%	-12.4	16.6%
> Cc1ccc(NC(=O)CSc2nnc(-c3cccs3)o2)cc1S(=O)(=O)N1CCCCC1
  1.7	/	0.0%	0.1%	6.9%	12.9%	-10.6	13.0%
> CS(=O)(=O)N(CC(=O)NCCC1=CCCCC1)C1CCCCC1
  -12.4	18.1%	0.8%	-4.3%	-14.7%	9.6%	-7.6	-20.0%
> COc1ccc(COC(=O)c2sc3nc4n(c(=O)c3c2C)CCC4)cc1
  9.3	/	-9.7%	-1.4%	12.4%	-3.5%	8.8	12.5%
> COc1ccc(-c2noc(CCC(=O)N3CCN(c4ccccc4F)CC3)n2)cc1
  4.7	-29.1%	0.5%	2.4%	9.5%	-26.5%	-23.5	22.4%
> CC(=O)Nc1cc(NC(C)=O)cc(C(=O)N2CCCC3CCCCC32)c1 (stereo unspecified)
  7.6	17.0%	0.6%	2.9%	-13.2%	2.8%	18.8	3.4%
> O=C(CCS(=O)(=O)c1ccccc1)NNC(=O)COc1ccc(F)cc1
  -1.3	-0.4%	-1.6%[1.84 µM]	0.9%	17.3%	8.1%	5.3	5.5%
> Nc1c(C(=O)NCc2ccc3c(c2)OCO3)c2nc3ccccc3nc2n1CCCN1CCOCC1
  1.2	67.4%	-36.8%[inhibitor]	-6.0%	-34.2%[inhibitor]	-22.0%	22.3	-20.1%
> NC(=O)c1nsc(C(=O)N(Cc2cccnc2)C(C(=O)NCc2ccccc2)c2ccc(O)cc2)c1N (stereo unspecified)
  5.5	17.3%	0.0%	0.2%	-7.1%	-18.2%	0.5	8.4%
> Cc1noc(Cn2c(=O)c3ccccc3n(CC(=O)Nc3cccc(Cl)c3C)c2=O)n1
  -21.6	-22.3%	/	/	-2.0%	-7.5%	/	/
> Cc1ccc(CN2CCN(/N=C/c3ccc(C(=O)O)cc3)CC2)cc1
  1.8	/	2.8%	6.7%	16.6%	0.4%	-0.3	-3.4%
> COc1ccc(OC)c(CCNC(=O)CCCc2nnc3n(C)c(=O)c4sccc4n23)c1
  4.3&8.4	11.4%&-7.1%	3.8%	2.3%	-10.5%&-0.3%	4.1%&-2.3%	7.9	7.2%
> C[C@H]1COC2=C1C(=O)C(=O)c1c2ccc2c1CCCC2(C)C
  17.4	1.4%	-21.0%	6.9%	-23.2%	-54.6%	0.0	0.9%
> Cc1cccc(OCCC(=O)OC(C)C(=O)Nc2ccc(Cl)cn2)c1 (stereo unspecified)
  -0.4	18.9%	1.4%	-5.9%	20.1%	12.1%	-1.4	8.5%
> COc1ccc(CNC(=O)COCc2cc(-c3cccs3)on2)cc1
  1.4	-17.6%	/	/	16.5%	-15.9%	/	/
> Cc1nc(NC(=O)c2ccccc2)sc1-c1csc(N)n1
  -1.9	?	-12.7%	-0.4%	15.2%	3.7%	-5.8	2.8%

Looked up by structure from above, 2 records:
Sequence of screens: DRD3 agonist	FUS yeast rescue	aSyn yeast inh	EPAC2 antagonist	TDP43 rescue	Abeta rescue	DRD3 antagonist	EPAC2 agonist
> Nc1c(C(=O)NCc2ccc3c(c2)OCO3)c2nc3ccccc3nc2n1CCCN1CCOCC1
  1.2	67.4%	-36.8%[inhibitor]	-6.0%	-34.2%[inhibitor]	-22.0%	22.3	-20.1%
> NC(=O)c1nsc(C(=O)N(Cc2cccnc2)C(C(=O)NCc2ccccc2)c2ccc(O)cc2)c1N (stereo unspecified)
  5.5	17.3%	0.0%	0.2%	-7.1%	-18.2%	0.5	8.4%

This is a subset; the hit share may differ from the screen's.
